Epigenetic derep = epigenetic control regulation, reporter derepression; murine LDR cells, GFP reporter derepression, 30 h; Potency, µM (highest dose often 53.9 µM), inactives show at the top dose GFP activation, usual class: activators; hit rate 0.2% among 280,000; AID 1865; further: % of control where 0% means no effect; nearly all actives have a fitted effect of over 60% in size
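Readout is the number of GFP-expressing murine LDR cells, counted by cytometry following washing. Cells were treated with compound for 30 h at 37 C; the stably integrated CMV-GFP locus is normally silent.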
NPSR antag = blocks cAMP signaling of the human neuropeptide S receptor; Q6W5P4; CHO-NPSR cells, cAMP TR-FRET, antagonist mode; Potency, µM (series often up to 38.3 µM), for the others: at the top dose activity change, negative = inhibition, most hits filed as inhibitors; hit rate 1% among 220,000; further: on the % scale 0 is the no-effect control and ±100 the full control effect; nearly all actives have a fitted effect of over 50% in size; many of its hits are not listed in these tables
Target sequence (Q6W5P4 whole entry, looked up): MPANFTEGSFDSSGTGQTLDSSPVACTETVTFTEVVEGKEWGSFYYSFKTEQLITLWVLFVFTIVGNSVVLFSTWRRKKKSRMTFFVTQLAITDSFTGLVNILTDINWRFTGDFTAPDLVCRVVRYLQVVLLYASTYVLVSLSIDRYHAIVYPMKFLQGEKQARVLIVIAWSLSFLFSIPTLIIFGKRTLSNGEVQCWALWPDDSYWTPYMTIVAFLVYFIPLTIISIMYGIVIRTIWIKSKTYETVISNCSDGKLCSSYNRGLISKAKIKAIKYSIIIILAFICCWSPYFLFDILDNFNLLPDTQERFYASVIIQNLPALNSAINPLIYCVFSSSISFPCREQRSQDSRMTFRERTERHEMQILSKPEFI
GAA glycogen mod = inhibitors or activators of human alpha-glucosidase glycogen cleavage; recombinant GAA, glycogen substrate, Amplex Red glucose oxidase fluorescence; Potency, µM (series often up to 76.4 µM), inactives show at the top dose activity change, negative = inhibition, hits mostly inhibitors; hit rate 0.38% among 300,000; AID 2100;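 further: 0% = full enzyme reaction and -100% = no-enzyme basal signal; the screen sought inhibitors and activators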
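Recombinant enzyme (4 nM final) with compounds titrated up to 77 uM and bovine liver glycogen (30 ug) in citrate pH 5.0, 0.01% Tween-20, 37 C 40 min. Released glucose detected by Amplex Red/glucose oxidase (Ex 573/Em 610); AC50 from Hill fits.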
GLA spleen mod = inhibits or activates alpha-galactosidase in human spleen homogenate. P06280. human spleen homogenate, 4MU-alpha-Gal fluorescence, 40 min. Potency, µM (series often up to 80 µM), inactives show top-dose activity change, negative = inhibition, hits mostly inhibitors. hit rate 0.008% among 240,000. AID 2107;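 further: 0% = enzyme with vehicle and -100% = no enzyme basal signal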
Target sequence (P06280 32-429 limits assumed): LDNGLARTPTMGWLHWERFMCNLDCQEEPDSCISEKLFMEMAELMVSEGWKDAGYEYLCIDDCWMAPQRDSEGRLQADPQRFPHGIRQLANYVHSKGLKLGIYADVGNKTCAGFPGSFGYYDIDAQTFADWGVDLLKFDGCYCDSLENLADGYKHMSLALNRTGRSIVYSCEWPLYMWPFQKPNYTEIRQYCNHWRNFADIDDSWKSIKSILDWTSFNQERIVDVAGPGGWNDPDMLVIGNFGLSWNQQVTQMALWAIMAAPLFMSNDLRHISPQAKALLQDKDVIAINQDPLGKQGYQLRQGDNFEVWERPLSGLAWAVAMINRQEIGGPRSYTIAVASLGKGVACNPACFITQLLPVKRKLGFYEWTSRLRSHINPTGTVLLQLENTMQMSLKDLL
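qHTS titration in buffer at pH 5.0. Alpha-galactosidase activity in spleen homogenate was measured via 4-methylumbelliferone release from 1 mM fluorogenic substrate after 40 min at 37C and a pH 10 stop. AC50 came from Hill fits of control-normalized data.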
Tau fluor cs = counter-screen for tau fibril formation inhibitors. tau K18 P301L Alexa594 fluorescence, heparin fibrillization. Potency, µM (doses to about 57.7 µM), for inactives: at the top dose activity change, negative = decrease. hit rate 0.93% among 280,000. AID 1463; further: on the % scale 0 is the no-effect control and ±100 the full control effect; nearly all actives have a fitted effect of over 55% in size
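Human tau K18 P301L (15 uM unlabeled, 0.24 uM Alexa 594-labeled) in 100 mM sodium acetate pH 7 with 20 uM heparin, 6 hr at 37 C. ThT 30 uM added, 1 hr ambient; Alexa 594 FP and total fluorescence read at 555/632 nm.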
ALDH1A1 block = ALDH1A1 (human) enzyme inhibition | Purified ALDH1A1, NADH fluorescence, propionaldehyde substrate | AID 1030 | hit rate 7.3% among 220,000 | Potency, µM (doses to about 75.3 µM), inactives show at the highest dose activity, negative = inhibition, most hits filed as inhibitors | P00352; active means well fitted inhibition curve with a large enough effect, not every such curve was filed as active; inconclusive means small, poorly fitted or top-dose-only effect, or another doubt; inactive means no such curve, though single readings can be large or run the other way;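 further: plate controls were no enzyme wells and a reference inhibitor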
aGlu spleen mod = inhibitors or activators of human alpha-glucosidase in spleen homogenate. P10253. human spleen homogenate, 4-MU-alpha-glucoside fluorescence. Potency, µM (top dose mostly 79.9 µM), for inactives: top-dose activity change, negative = inhibition, actives largely listed as inhibitors. hit rate 0.006% among 240,000. AID 2112;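 further: 0% = enzyme with vehicle and -100% = no enzyme basal signal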
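Enzyme source: human spleen homogenate, 1 ug/well. Buffer 50 mM citric acid/K phosphate pH 5.0, 0.01% Tween-20. 4-MU-alpha-glucoside 1 mM; 37 C x 40 min; NaOH/glycine stop; fluorescence.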
GAA inh = alpha-glucosidase (human) inhibition. P10253. Potency, µM (doses to about 76.9 µM), without a hit: top-dose activity change, negative = inhibition, hits mostly inhibitors. AID 1466. hit rate 0.005% among 200,000. purified human GAA, 4-MU-alpha-glucoside fluorescence;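 further: plate controls were uninhibited enzyme wells for no effect and no-enzyme background for full effect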
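Human alpha-glucosidase, 4 nM, pre-mixed with test compounds before 400 uM 4-methylumbelliferyl substrate; 20 min room temperature at pH 5.0. Fluorescence read after pH 10 stop; AC50 values from Hill-equation fits.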
* hit, by the source's call; ? = inconclusive; / = no result given; & = joins results of further samples; [ ] = another dose, or the depositor's remark. Unless noted, the call rests on the fitted dose curve; in most records, active means well fitted curve in the direction sought with a large enough effect; inconclusive means small, poorly fitted or top-dose-only effect, or another doubt; inactive means no such curve, though single readings can be large; an effect the other way counts as inactive or inconclusive. Potency means the concentration at half of the fitted maximal effect. Some of the compounds tested; rates above refer to the full screens.

The first 2 records (preview)
SMILES	Epigenetic derep	NPSR antag	GAA glycogen mod	GLA spleen mod	Tau fluor cs	ALDH1A1 block	aGlu spleen mod	GAA inh
CCOC(=O)CSc1nnnn1-c1cc(OC)ccc1OC	-0.2%	-9%[46.1 µM]	0%	4%	1%	-16%	-1%	-3%
Cc1n[nH]c(=O)nc1NCc1ccco1	0.0%	-7%[46.1 µM]	-4%	-1%	-2%	2%	-6%	6%

The whole of this part, from the first entry:
SMILES	Epigenetic derep	NPSR antag	GAA glycogen mod	GLA spleen mod	Tau fluor cs	ALDH1A1 block	aGlu spleen mod	GAA inh
CCOC(=O)CSc1nnnn1-c1cc(OC)ccc1OC	-0.2%	-9%[46.1 µM]	0%	4%	1%	-16%	-1%	-3%
Cc1n[nH]c(=O)nc1NCc1ccco1	0.0%	-7%[46.1 µM]	-4%	-1%	-2%	2%	-6%	6%
O=c1[nH]c2ccc(S(=O)(=O)N3CCN(c4ccccc4)CC3)cc2[nH]c1=O	0.0%	-7%[46.1 µM]	3%	-7%	-6%	5%	-15%	-10%
CCN(CC)CCCNC(=O)c1cc(Sc2nnc(C)s2)nc2ccccc12	0.0%	4%	9%	0%	16%	2%	7%	2%
O=C(O)C1CC(O)CN1S(=O)(=O)c1cccs1 (stereo unspecified)	1.0%	-3%[46.1 µM]	5%	-3%	-7%	14%	-9%	1%
CCOC(=O)N1CCN(C(=O)c2ccc(NC(=O)c3ccc(C)cc3)cc2)CC1	5.2%	?	-12%	-9%	-9%	-2%	-4%	?
CCCCC(OC(=O)c1cc2occc2n1C)C(=O)NCC1CCCO1 (stereo unspecified)	-1.0%	-7%[46.1 µM]	3%	2%	-2%	?	-1%	0%
CC(C)=NOC(=O)c1ccc(-c2ccccc2)cc1	-1.8%	6%	-2%	-2%	5%	5%	-2%	-3%
N#CNC(=Nc1ccccc1F)SCc1ccc(C(=O)O)cc1	0.1%	-10%	7%	-10%	-18%	-5%	0%	1%
CCOc1ccc(N=CC2=C(O)CC(c3ccco3)CC2=O)cc1 (stereo unspecified)	0.0%	-1%	-2%	1%	1%	-13%	-3%	-1%
O=C(CN1CCN(c2nc(-c3ccccc3)cs2)CC1)NCc1ccc2c(c1)OCO2	-0.5%	-20%[46.1 µM]	-1%	-8%	-27%	-9%	-8%	-4%
CCOc1cc(/C=N/Nc2cccc(C(=O)O)c2)ccc1OC(=O)c1ccccc1	-0.2%	-31%	?	3%	?	40µM*	-5%	4%
Cc1nc([N+](=O)[O-])c(NCCCO)n1Cc1ccccc1	7.0%	6%	3%	-5%	-2%	-5%	-6%	1%
c1ccc(Cc2nc3ccccc3o2)cc1	2.6%	-4%[46.1 µM]	0%	7%	-12%	1%	4%	-18%
NC(=O)c1ccc(C(F)(F)F)n(Cc2ccccc2Cl)c1=O	-0.2%	-5%[46.1 µM]	-10%	-1%	-15%	7%	-14%	-9%
COc1cc(CNCCNC(=O)c2nonc2N)ccc1OCc1ccc(Cl)nc1	1.1%	6%	-12%	-1%	6%	3%	1%	2%
COc1ccc(-c2nnn(CC(=O)NCCc3c[nH]c4ccccc34)n2)cc1OC	-1.3%	-7%[46.1 µM]	-1%	1%	-30%	6%	-4%	6%
COc1ccc(OC(C)C(=O)Nc2cccnc2)cc1 (stereo unspecified)	3.0%	-3%[46.1 µM]	-2%	-10%	-14%	9%	-1%	0%
c1ccc(Cn2nnc3c(Nc4ccc5c(c4)OCO5)nc(C4CC4)nc32)cc1	-2.1%	7%[46.1 µM]	9%	-1%	?	274%[activator]	-6%	?
COC(=O)c1cc(COc2ccc3c4c(c(=O)oc3c2)CCCC4)c(C)o1	0.4%	-5%[46.1 µM]	3%	2%	1%	?	-3%	-3%
S=c1oc(-c2ccncc2)nn1CCc1ccncc1	0.0%	4%[46.1 µM]	3%	-7%	9%	-8%	3%	1%
N=c1sccn1CC(=O)NCCc1ccc(Cl)cc1	-0.9%	-7%[46.1 µM]	5%	-5%	-11%	2%	-6%	-4%
COC/C=C/C1=CC2=CC(=O)C(C)(OC(=O)c3cnc4ccccc4n3)C(=O)C2=CN1Cc1ccc2c(c1)OCO2 (stereo unspecified)	/	/	/	1%[17.5 µM]	-6%[11.6 µM]	?	5%[17.4 µM]	/
COc1ccc(NC(=O)CSc2nnc(CNc3ccc(F)cc3)o2)c(OC)c1	0.0%	-10%[46.1 µM]	-3%	8%	-23%	-12%	7%	11%

7 compounds from above, sorted by length of the SMILES, lowest first:
SMILES	Epigenetic derep	NPSR antag	GAA glycogen mod	GLA spleen mod	Tau fluor cs	ALDH1A1 block	aGlu spleen mod	GAA inh
S=c1oc(-c2ccncc2)nn1CCc1ccncc1	0.0%	4%[46.1 µM]	3%	-7%	9%	-8%	3%	1%
COc1ccc(OC(C)C(=O)Nc2cccnc2)cc1 (stereo unspecified)	3.0%	-3%[46.1 µM]	-2%	-10%	-14%	9%	-1%	0%
COc1cc(CNCCNC(=O)c2nonc2N)ccc1OCc1ccc(Cl)nc1	1.1%	6%	-12%	-1%	6%	3%	1%	2%
COc1ccc(NC(=O)CSc2nnc(CNc3ccc(F)cc3)o2)c(OC)c1	0.0%	-10%[46.1 µM]	-3%	8%	-23%	-12%	7%	11%
COC(=O)c1cc(COc2ccc3c4c(c(=O)oc3c2)CCCC4)c(C)o1	0.4%	-5%[46.1 µM]	3%	2%	1%	?	-3%	-3%
c1ccc(Cn2nnc3c(Nc4ccc5c(c4)OCO5)nc(C4CC4)nc32)cc1	-2.1%	7%[46.1 µM]	9%	-1%	?	274%[activator]	-6%	?
COC/C=C/C1=CC2=CC(=O)C(C)(OC(=O)c3cnc4ccccc4n3)C(=O)C2=CN1Cc1ccc2c(c1)OCO2 (stereo unspecified)	/	/	/	1%[17.5 µM]	-6%[11.6 µM]	?	5%[17.4 µM]	/

(next part)
SMILES	Epigenetic derep	NPSR antag	GAA glycogen mod	GLA spleen mod	Tau fluor cs	ALDH1A1 block	aGlu spleen mod	GAA inh
COCc1cc(O)c(O)c(O)c1-c1c(COC)cc(O)c(O)c1O	1.1%	/	/	5%&9%	?	?	-2%&6%	/
O=C1CC(=O)c2c1cccc2[N+](=O)[O-]	0.1%	-2%	-14%	4%	5.6µM*[quencher]	/	1%	/
Cc1ccc(NC(=O)/C=C/c2ccc([N+](=O)[O-])s2)cc1	8.9µM*	-3%	-1%	-7%	-21%	-3%	1%	-7%
COc1ccc(C(=O)OCC(=O)NC(C)(C)C)cc1[N+](=O)[O-]	0.0%	9%	-1%	2%	6%	-3%	-12%	1%
Cc1[nH]c2ccc(C(=O)OCCN(C)C)cc2c1C	0.9%	-21%[46.1 µM]	-3%	-2%	-4%	14%	-2%	1%
CC1CCN(c2ccc(C(=O)NCc3ccc4c(c3)OCO4)cc2[N+](=O)[O-])CC1	1.1%	16%	-13%	-13%	?	?	-31%	-3%
COC(=O)c1cc2c(-c3ccccc3)cc3ccccn3c-2c1C(=O)OC	0.8%	-7%[46.1 µM]	-3%	-1%	?	?	-2%	-5%
O=C1OCCC1Sc1nc2ccccc2n1-c1ccccc1 (stereo unspecified)	-1.3%	-3%[46.1 µM]	8%	-2%	-4%	-7%	-2%	-2%
Cc1cc(C=O)c(C)n1-c1ccc(N2CCOCC2)c([N+](=O)[O-])c1	0.9%	15%	4%	4%	-6%	2.5µM*	4%	4%
CCCCCCCC/C=C\CCCCCCCCOC[C@H](COP(=O)([O-])OCC[N+](C)(C)C)OC(C)=O	0.0%&-0.9%	/	/	10%&22%	-8%&-9%	7%&0%	-5%&5%	/
C#CCOCCOCCOCCNc1nc(N2CCN(C(=O)[C@H](CCC(=O)O)n3cc(C(N)Cc4ccc(O)cc4)nn3)CC2)nc(N2CCN(C(=O)[C@H](Cc3cc4ccccc4[nH]3)n3cc(C(N)CC(C)C)nn3)CC2)n1 (stereo partly specified)	-0.5%	-28%	9%	3%	-4%	1%	1%	/
CC(=O)C1=C(C)NC(=S)NC1c1cc([N+](=O)[O-])ccc1O (stereo unspecified)	0.1%	-3%	-2%	6%	-14%	/	-3%	/
CC1=C(C(=O)Nc2ccccc2C)C(c2ccccc2)NC(=O)N1 (stereo unspecified)	0.7%	-5%[46.1 µM]	2%	-10%	-6%	1%	2%	-3%
N#CC(C#N)=C(N)/C(C#N)=C/c1ccc2[nH]ccc2c1	6.1%&0.0%	/	/	-3%&-5%	?	13µM*	7%&-1%	/
CC(NC(=O)c1ccco1)C1CCCO1 (stereo unspecified)	-3.1%	-8%[46.1 µM]	8%	8%	-12%	10%	4%	-9%
NS(=O)(=O)c1ccc(CNC(=O)c2ccc(Cl)cc2[N+](=O)[O-])cc1	0.0%	5%	7%	3%	8%	-12%	5%	0%
CCNC(=S)N/N=C(\C)c1cc2ccccc2o1	3.0%	-19%	-21%	3%	-9%	?	8%	-8%
CCCC(c1nnnn1Cc1ccco1)N1CCN(c2ccccc2)CC1 (stereo unspecified)	1.6%	11%	7%	-9%	-9%	?	-11%	-8%
O=C(OCC(=O)c1ccc(Cl)s1)c1ccc2ccccc2n1	0.0%	-18%	13%	-1%	-13%	?	0%	-5%
CCOc1ccc(S(=O)(=O)Nc2ccc(S(=O)(=O)Nc3cc(OC)ccc3OC)cc2)cc1	-1.2%	-17%[46.1 µM]	-13%	5%	?	10µM*	-1%	-3%
CC1=NN(C(=O)c2ccc(Cn3nc(C)cc3C)o2)C(O)(C(F)(F)F)C1 (stereo unspecified)	2.1%	-9%[46.1 µM]	9%	-19%	-2%	7%	-16%	-7%
O=C(CN1CCN(C(c2ccccc2)c2ccccc2)CC1)NC(=O)NCc1ccco1	0.6%	-25%[46.1 µM]	1%	4%	0%	6%	-6%	?
Cc1nnc(NC(=O)CCCCCN2C(=O)C3C4C=CC(C4)C3C2=O)s1 (stereo unspecified)	-0.8%	-14%[46.1 µM]	-5%	-7%	-5%	?	-10%	1%
CCN1CCN(C(=S)NCc2ccc(C)cc2)CC1	0.0%	5%	-6%	4%	-1%	5%	3%	3%

Source: PubChem BioAssay
